Source: PubChem
CBFb-RUNX1 inh: qHTS Assay for Compounds Blocking the Interaction Between CBF-beta and RUNX1 for the Treatment of Acute Myeloid Leukemia; AlphaScreen CBFb-His/RUNX1-biotin binding, biochemical; 230,000 tested, under 10 active; Potency, µM (series often up to 59.8 µM), inactives show top-dose activity, negative = inhibition, most hits filed as inhibitors; also: % of control where 0% means no effect
Target sequence (Q01196 whole entry, looked up): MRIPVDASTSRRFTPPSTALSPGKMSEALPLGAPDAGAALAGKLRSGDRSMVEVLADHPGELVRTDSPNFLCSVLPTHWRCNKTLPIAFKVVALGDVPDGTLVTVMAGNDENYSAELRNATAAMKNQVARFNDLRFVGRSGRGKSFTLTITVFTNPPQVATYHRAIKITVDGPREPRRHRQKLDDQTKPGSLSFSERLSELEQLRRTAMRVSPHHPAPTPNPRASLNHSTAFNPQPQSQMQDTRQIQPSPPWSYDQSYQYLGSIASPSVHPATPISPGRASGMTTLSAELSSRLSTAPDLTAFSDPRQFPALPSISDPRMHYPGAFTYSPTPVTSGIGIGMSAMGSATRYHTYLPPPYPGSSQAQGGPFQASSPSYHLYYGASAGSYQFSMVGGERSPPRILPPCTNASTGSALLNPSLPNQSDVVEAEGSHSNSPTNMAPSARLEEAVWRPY
Target sequence (Q13951 whole entry, looked up): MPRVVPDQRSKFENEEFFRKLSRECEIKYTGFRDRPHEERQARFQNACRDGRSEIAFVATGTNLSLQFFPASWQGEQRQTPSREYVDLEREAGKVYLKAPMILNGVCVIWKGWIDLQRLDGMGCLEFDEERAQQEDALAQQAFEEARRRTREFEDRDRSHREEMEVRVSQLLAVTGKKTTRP
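Proteins preincubated together for 20 min at RT before compound addition; 15 min later, nickel and streptavidin beads were added and left 90 min prior to AlphaScreen measurement.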
NPSR antag: qHTS Assay for Antagonists of the Neuropeptide S Receptor: cAMP Signal Transduction | Q6W5P4 | CHO-NPSR cells, cAMP TR-FRET, antagonist mode | Potency, µM (series often up to 38.3 µM), for inactives: at the highest dose activity change, negative = inhibition, actives largely listed as inhibitors | 220,000 tested, 1% active | AID 1461, 2008; also: potency is read from the fitted curve at half-maximal effect; % is scaled to controls: 0 for no effect and ±100 for the full control effect; nearly all actives have a fitted effect of over 50% in size; many of its hits are not listed in these tables
Target sequence (Q6W5P4 whole entry, looked up): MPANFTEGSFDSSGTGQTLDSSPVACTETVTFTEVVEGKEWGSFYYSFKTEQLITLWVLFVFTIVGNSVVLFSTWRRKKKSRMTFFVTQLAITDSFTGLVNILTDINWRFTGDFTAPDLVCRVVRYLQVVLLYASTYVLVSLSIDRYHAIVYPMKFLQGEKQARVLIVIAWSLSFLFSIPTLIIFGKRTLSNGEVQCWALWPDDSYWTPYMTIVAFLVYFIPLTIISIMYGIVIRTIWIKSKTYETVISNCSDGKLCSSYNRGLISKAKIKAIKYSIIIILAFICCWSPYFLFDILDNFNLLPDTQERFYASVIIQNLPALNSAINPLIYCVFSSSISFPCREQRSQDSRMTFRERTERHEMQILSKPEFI
Epigenetic derep: Quantitative High-Throughput Screen for Regulators of Epigenetic Control; murine LDR cells, GFP reporter derepression, 30 h; Potency, µM (doses to about 53.9 µM), for inactives: at the top dose GFP activation, most hits filed as activators; 280,000 tested, 0.2% active; also: potency is read from the fitted curve at half-maximal effect; % of control where 0% means no effect; nearly all actives have a fitted effect of over 60% in size
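Reporter derepression read as number of fluorescent GFP-positive objects, 20-120 um in size, counted by laser-scanning cytometer. Mouse LDR line with an epigenetically silenced CMV-GFP locus; compound incubation 30 h, 37 C.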
HttQ103 aggreg: qHTS Multiplex Assay to Identify Dual Action Probes in a Cell Model of Huntington: Aggregate Formation (GFP); AID 1688, 2009; 220,000 tested, 1.1% active; Potency, µM (highest dose often 46.1 µM), for the others: at the top dose activity change, negative = inhibition, actives largely listed as inhibitors; PC12 HttQ103-GFP aggregates, Acumen cytometry, 40 h; also: potency is read from the fitted curve at half-maximal effect; % is scaled to controls: 0 for no effect and ±100 for the full control effect; nearly all actives have a fitted effect of over 60% in size
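PC12/HTTQ103-GFP, ecdysone-inducible; teb 100 nM; cpd qHTS titration; GFP aggregates read on laser cytometer, Ex 488/Em 500-530 nm.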
L3MBTL1 inh: qHTS Assay for the Inhibitors of L3MBTL1; Lethal(3)malignant brain tumor-like protein 1 (Homo sapiens), Q9Y468; AlphaScreen L3MBTL1–H3K9me1 peptide binding; Potency, µM (series often up to 57.1 µM), without a hit: at the top dose activity, negative = inhibition, most hits filed as inhibitors; 230,000 tested, 0.66% active; AID 485360, 2010; also: potency is read from the fitted curve at half-maximal effect; % is scaled to controls: 0 for no effect and ±100 for the full control effect; nearly all actives have a fitted effect of over 60% in size
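L3MBTL1 (50 nM) pre-complexed 30 min with biotinylated H3(1-15)K9me1 peptide (75 nM), then compounds added for 30 min at room temperature; AlphaScreen streptavidin donor/nickel chelate acceptor beads (10 ug/mL final) read after 30 min dark incubation.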
IMPase Li cell: qHTS Assay for Identifying the Cell-Membrane Permeable IMPase Inhibitors: Potentiation with Lithium; CHO-M1 cells, IP1 TR-FRET (IP-One), carbachol + lithium; Potency, µM (titrated, usually from 59.4 µM), for inactives: at the top dose activity, negative = IMPase inhibition, most hits filed as inhibitors; 210,000 tested, 0.35% active; AID 1457, 2008;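 also: IP1 builds up when IMPase is blocked and the TR-FRET signal falls; potency is read from the fitted curve at half-maximal effect; plate controls were basal vehicle for no effect and high inhibitor control for full effect; nearly all actives have a fitted effect of over 50% in size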
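Readout is a homogeneous TR-FRET IP1 immunoassay (Ex 320, Em 665 and 620), where raised cytosolic IP1 lowers signal. Cells were CHO-M1 treated 30 min at 37C with test compounds plus a little lithium; AC50 values came from Hill-equation fitting.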
Luc counter: Counterscreen for Luciferase (Kinase-Glo TM) Inhibition; Kinase-Glo luciferase, ATP luminescence, 8 min; Potency, µM (titrated, usually from 38.3 µM), without a hit: at the top dose activity change, negative = inhibition, hits mostly inhibitors; 200,000 tested, 0.28% active; also: potency is read from the fitted curve at half-maximal effect; % is scaled to controls: 0 for no effect and ±100 for the full control effect; nearly all actives have a fitted effect of over 60% in size
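Inhibition of Kinase-Glo luciferase light generation was assessed at 10 uM ATP in pH 7.2 imidazole buffer, with luminescence measured after eight minutes at ambient temperature.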
* hit, by the source's call; ? = inconclusive; · = not tested or not shown; & = joins results of further samples; [ ] = remark or other dose. Calls follow the shape of the dose curve; as a rule, active = well fitted curve in the direction sought with a large enough effect; inconclusive = small, poorly fitted or top-dose-only effect, or another doubt; inactive = no such curve, though single readings can be large; an effect the other way counts as inactive or inconclusive. This is a subset; rates above refer to the full screens.

SMILES	CBFb-RUNX1 inh	NPSR antag	Epigenetic derep	HttQ103 aggreg	L3MBTL1 inh	IMPase Li cell	Luc counter
Cc1ccc2sc(N(CCCN(C)C)C(=O)CN3C(=O)c4ccccc4C3=O)nc2c1C	6%	-37%	-3.1%	-19%	·	3%	2%
CS(=O)(=O)CC(=O)Nc1ccc2nc3n(c(=O)c2c1)CCCCC3	7%	19%	-1.0%	13%[9.22 µM]	-3%	·	·
CN(C)CCNC(=O)c1ccc(Cl)s1	3%	-1%[46.1 µM]	-6.0%	-15%	3%	10%	0%
CCOC(=O)Cc1csc(SCC(=O)N2CCN(c3ccc(OC)cc3)CC2)n1	-3%	-15%[46.1 µM]	-1.0%	-23%	·	22%[38.3 µM]	-1%
CN(C)c1ccc(C2OC(=O)C(C)(C)C(=O)C2(C)C)cc1 (stereo unspecified)	-6%	-14%[46.1 µM]	0.0%	-7%	-4%	·	·
CCOC(=O)C(=CN(CCc1ccccc1)CC(=O)OC)C(=O)OCC	3%[2.36 µM]	6%	2.6%	7%	1%	3%	-2%
CCCS(=O)(=O)c1c(S(=O)(=O)CCC)c2c(N)cccn2c1C(=O)c1ccc(OC)cc1	-10%	24%	4.3%	-5%[9.22 µM]	-19%	5%	-1%
CCCCc1nnc(NC(=O)CC(=O)Nc2ccccc2C(=O)O)s1	-3%	1%[46.1 µM]	0.0%	-6%	·	10%[38.3 µM]	0%
CCCCCC(=O)NC(=S)Nc1cccc(-c2nc3ncccc3o2)c1	0%	?	4.0%	7%[9.22 µM]	-1%	·	·
CCOc1ccccc1NC(=O)c1cc(-c2ccncc2)nc2c(Cl)cccc12	-1%	-33%	11%	5%	-3%	-20%	2%
CSCCC(NS(=O)(=O)c1cc(C(=O)O)ccc1Cl)C(=O)O (stereo unspecified)	10%	16%	-0.4%	12%	4%	-2%	3%
COC(=O)c1cccc(NC(=O)Cc2ccccc2[N+](=O)[O-])c1C	-2%	8%	0.0%	-11%	28%	3%	-5%
CC(=O)NNC(=O)N1Cc2ccccc2Oc2ccc(Cl)cc21	19%	-7%[46.1 µM]	-0.1%&-0.2%	·	·	8%&3%	-3%&-2%
Cc1cc(NC(=O)CCC(=O)N(CC(=O)NC2CCCC2)Cc2cccs2)no1	-3%	-2%	-1.1%	-25%[9.22 µM]	-2%	2%	-1%
COc1ccc(N=Cc2nc(-c3ccccc3)oc2OC(C)=O)cc1	7%	?	-2.2%	6%[9.22 µM]	6%	·	·
CCOC(=O)c1cnn2c(N)c(C#N)nnc12	6%	19%[46.1 µM]	0.2%	6%	-18%	-4%[38.3 µM]	0%
O=C(NCc1ccc(F)cc1)C1CCCN(C(=O)Nc2ccccc2)C1 (stereo unspecified)	6%	3%[46.1 µM]	0.8%	10%[9.22 µM]	3%	3%[38.3 µM]	1%
CC(NCCc1ccc(O)cc1)C(O)c1ccc(O)cc1 (stereo unspecified)	16%&11%	28%	-4.3%&-1.3%	6%	3%	20%&15%	14%&-1%
Cc1oc(C)c(C(N)=O)c1C(N)=O	-5%	-8%[46.1 µM]	1.0%	-10%	·	11%[38.3 µM]	18%
Cn1c(=O)c2c(nc(N3CCOCC3)n2C/C=C/c2ccccc2)n(C)c1=O	1%	22%	1.1%	16%[9.22 µM]	0%	·	·
CCOC(=O)C1=C(C)Nc2ncnn2C1/C=C/c1ccccc1 (stereo unspecified)	2%	17%[46.1 µM]	3.0%	28%	·	-13%[38.3 µM]	-1%
O=C(CP(=O)(CO)CO)c1ccc(Cl)cc1	13%	-5%[46.1 µM]	-11%	-3%	4%	7%[38.3 µM]	2%
Cc1ccc(OCCn2cc(C#N)c3ccccc32)cc1	19%	-15%	-1.0%	-22%	68%[activator]	20%	0%
N=C1/C(=C/c2cccn2Cc2ccc(Cl)cc2)C(=O)N=C2SC=CN12	-6%	-36%	?	-23%	-4%	2%	6%
COc1ccccc1NC(=O)CN(c1ccccc1F)S(C)(=O)=O	3%	-10%[46.1 µM]	2.3%	7%	·	19%[38.3 µM]	3%
O=C(Nc1nn[nH]n1)c1cc(-c2ccc(Cl)c(Cl)c2Cl)nc2ccccc12	2%	10%	-0.3%	7%	59%[activator]	4%	-1%
CCOc1ccc(NC(=S)Nc2cc(C)[nH]n2)cc1	0%	0%	1.3%	3%	-9%	4%	0%
Cc1nc2c(C)cccc2cc1C(=O)N/N=C/c1cccc([N+](=O)[O-])c1	-11%	-19%	0.1%	-16%	1%	4%	3%
CCOC(=O)CC(=O)CSc1nc2c(C)c(C)ccc2cc1C	17%	-11%[46.1 µM]	-1.6%	9%	·	33%[activator][38.3 µM]	2%
CCc1cc2ccccc2nc1Cl	1%	9%	-1.1%	·	2%	-8%	-2%
O=C(Nc1ccc2c3c(cccc13)CC2)c1ccc(Br)o1	-10%	-15%[46.1 µM]	1.8%	0%	·	25%[38.3 µM]	-7%
O=C(NNc1c(Cl)cccc1Cl)c1sccc1Cl	3%	6%[7.67 µM]	2.8%	-6%[9.22 µM]	2%	·	·
O=C(/C=C/c1ccco1)Nc1ccc2c(c1)OCCO2	-8%	-7%	1.1%	-12%	·	-5%	-17%
COc1cc(/C=C/C(=O)O)ccc1OS(=O)(=O)c1cc(C)ccc1C	1%	-28%	-3.4%	22%	6%	-5%	-3%
N#Cc1ccc(NC(=O)COC(=O)CCc2ccc(S(=O)(=O)N3CCCCC3)cc2)cc1	0%	8%	-0.1%	-11%	4%	11%	6%
Cc1cc(/C(=N/O)C(C)(C)NO)ccc1Cl	9%	-4%[46.1 µM]	-0.9%	-20%	4%	-2%	3%
O=C(CN1CCN(S(=O)(=O)c2ccccc2F)CC1)NC1CCCC1	3%	-21%	-1.1%	-7%[9.22 µM]	8%	4%	-2%
CC(C(=O)N1CCOCC1)n1cc([N+](=O)[O-])cn1 (stereo unspecified)	15%	15%	-1.0%	-2%	23%	6%	-3%
COC(=O)C(C)(N)Cc1ccc(O)cc1 (stereo unspecified)	-11%	9%[46.1 µM]	-0.1%	·	2%	-8%	-2%
CCCCN1C(=O)/C(=C(/C#N)C(=O)N2CCCC2)c2ccccc21	3%	9%	-1.1%	0%[9.22 µM]	·	·	·

A draw from above in order of SMILES length, lowest first.
SMILES	CBFb-RUNX1 inh	NPSR antag	Epigenetic derep	HttQ103 aggreg	L3MBTL1 inh	IMPase Li cell	Luc counter
CCc1cc2ccccc2nc1Cl	1%	9%	-1.1%	·	2%	-8%	-2%
COC(=O)C(C)(N)Cc1ccc(O)cc1 (stereo unspecified)	-11%	9%[46.1 µM]	-0.1%	·	2%	-8%	-2%
O=C(NNc1c(Cl)cccc1Cl)c1sccc1Cl	3%	6%[7.67 µM]	2.8%	-6%[9.22 µM]	2%	·	·
CCOc1ccc(NC(=S)Nc2cc(C)[nH]n2)cc1	0%	0%	1.3%	3%	-9%	4%	0%
O=C(/C=C/c1ccco1)Nc1ccc2c(c1)OCCO2	-8%	-7%	1.1%	-12%	·	-5%	-17%
O=C(Nc1ccc2c3c(cccc13)CC2)c1ccc(Br)o1	-10%	-15%[46.1 µM]	1.8%	0%	·	25%[38.3 µM]	-7%
CC(C(=O)N1CCOCC1)n1cc([N+](=O)[O-])cn1 (stereo unspecified)	15%	15%	-1.0%	-2%	23%	6%	-3%
O=C(CN1CCN(S(=O)(=O)c2ccccc2F)CC1)NC1CCCC1	3%	-21%	-1.1%	-7%[9.22 µM]	8%	4%	-2%
CCCCN1C(=O)/C(=C(/C#N)C(=O)N2CCCC2)c2ccccc21	3%	9%	-1.1%	0%[9.22 µM]	·	·	·
COc1cc(/C=C/C(=O)O)ccc1OS(=O)(=O)c1cc(C)ccc1C	1%	-28%	-3.4%	22%	6%	-5%	-3%
Cc1nc2c(C)cccc2cc1C(=O)N/N=C/c1cccc([N+](=O)[O-])c1	-11%	-19%	0.1%	-16%	1%	4%	3%
N#Cc1ccc(NC(=O)COC(=O)CCc2ccc(S(=O)(=O)N3CCCCC3)cc2)cc1	0%	8%	-0.1%	-11%	4%	11%	6%

Going on with the list.
SMILES	CBFb-RUNX1 inh	NPSR antag	Epigenetic derep	HttQ103 aggreg	L3MBTL1 inh	IMPase Li cell	Luc counter
Cc1ccc(NC(=S)N2CCCC(c3nc4ccccc4[nH]3)C2)cc1 (stereo unspecified)	-18%	-46%	1.4%	-19%[9.22 µM]	-4%	4%	4%
COc1ccccc1CC(=O)NCC(c1ccco1)N1CCCCC1 (stereo unspecified)	4%	-2%	-5.1%	-1%	3%	9%	2%
Cc1cc(C)nc(/N=C2\NC(=O)CC(C(=O)O)N2c2ccc(Cl)cc2Cl)n1 (stereo unspecified)	-2%	-2%	-3.1%	-9%[9.22 µM]	7%	-6%	-2%
CCn1c2ccccc2c2nnc(SCC(=O)Nc3cc(C)on3)nc21	-6%	-22%[46.1 µM]	0.7%	14%	-20%	11µM*	-5%
O=C(CSc1ccc2nnc(CCNS(=O)(=O)c3ccccc3)n2n1)Nc1nc2ccccc2s1	10%	9%	-1.5%	0%	3%	3%	-3%
CC(C)CNC(=O)c1cccc(NC(=O)C2CCCO2)c1 (stereo unspecified)	12%	-11%[46.1 µM]	-1.1%	5%	·	19%[38.3 µM]	0%
c1ccc(CN2CCN(c3nc(NCc4ccco4)c4ccccc4n3)CC2)cc1	-3%	10µM*	-4.3%	?	·	46%[activator][38.3 µM]	18%
Cc1ccc2nc3c(cc2c1)CN(Cc1ccco1)C(=NCC1CCCO1)S3 (stereo unspecified)	3%	-24%[46.1 µM]	2.3%	-17%	5%	10%	2%
COC(=O)CCc1sc(NC2CCCCC2)nc1-c1ccc(OC)cc1	11%	-10%	?	-14%	-14%	3%	-4%
O=C(Cn1c(=O)oc2ccccc21)N1CCN(c2ccccc2)CC1	9%	-12%[46.1 µM]	16%	10%	-2%	-4%[38.3 µM]	0%
Cc1nc2ccccn2c1-c1ccnn1S(=O)(=O)c1ccc(F)cc1	6%	38%	0.0%	-4%[9.22 µM]	-8%	·	·
COc1ccc(C(=O)/C=C\c2ccc(NC(=O)c3cccs3)cc2)cc1	-10%	-18%[46.1 µM]	0.9%	9%	-4%	-1%[38.3 µM]	0%
